Mcl1 Noxa PPI = disrupts binding of human Mcl-1 to Noxa peptide; TR-FRET Mcl-1/Noxa peptide binding, 2 h; inhibition, % at 21.7 µM; actives 1.5% (n = 220,000); AID 1022;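 active = compounds that cut the protein-peptide binding signal by more than 50% relative to plate controls in a single-dose test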;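 also: His-tagged Mcl-1 with rhodamine Noxa BH3 peptide and terbium anti-His antibody; 0% = Mcl-1 plus Noxa peptide wells and 100% = peptide-only wells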
Target sequence (Q07820 whole entry, looked up): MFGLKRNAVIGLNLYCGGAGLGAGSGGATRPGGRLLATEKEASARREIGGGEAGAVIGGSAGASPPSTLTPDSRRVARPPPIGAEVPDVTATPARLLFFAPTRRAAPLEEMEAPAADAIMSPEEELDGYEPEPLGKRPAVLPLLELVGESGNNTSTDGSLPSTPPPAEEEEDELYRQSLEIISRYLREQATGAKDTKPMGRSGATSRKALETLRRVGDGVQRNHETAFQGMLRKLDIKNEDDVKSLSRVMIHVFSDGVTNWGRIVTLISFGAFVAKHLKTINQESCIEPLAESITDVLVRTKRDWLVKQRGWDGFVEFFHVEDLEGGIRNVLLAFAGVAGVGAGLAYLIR
RGS8-Gao reg = human RGS8-Galphao interaction regulation | multiplexed bead flow cytometry, RGS8-Galphao binding; actives lie on both sides | response (percent of control binding), % at 10 µM | actives 0.34% (n = 220,000) | AID 1423; in the data active = response below about 60% or above about 140%; inactive = in between;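 also: Galphao activated as the GDP aluminium fluoride complex binding bead-coupled RGS8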
Target sequence (P09471 whole entry, looked up): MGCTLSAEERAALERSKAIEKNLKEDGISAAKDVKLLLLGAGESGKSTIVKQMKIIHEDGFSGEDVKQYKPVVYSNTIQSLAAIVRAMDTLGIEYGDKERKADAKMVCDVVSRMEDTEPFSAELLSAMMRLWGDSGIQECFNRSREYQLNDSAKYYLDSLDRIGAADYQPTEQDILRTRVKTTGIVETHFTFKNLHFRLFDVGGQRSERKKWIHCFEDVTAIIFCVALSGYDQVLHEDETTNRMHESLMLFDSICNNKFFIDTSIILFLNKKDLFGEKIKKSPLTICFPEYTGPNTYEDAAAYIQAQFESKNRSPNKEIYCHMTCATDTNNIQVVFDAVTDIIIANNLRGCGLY
Mcl1 Bid PPI = Mcl-1/Bid interaction inhibition; Q07820; TR-FRET Mcl-1/Bid-Dy647 peptide binding, 1536-well; inhibition, % at 21.7 µM; actives 0.97% (n = 220,000); AID 1021;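 active = compounds that cut the binding signal by more than half at the single screening dose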;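 also: His-tagged Mcl-1 with europium anti-His antibody binding Bid BH3 peptide; 0% = Mcl-1 plus peptide wells and 100% = peptide-only wells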
Pf gametocyte = inhibitors of late stage P. falciparum gametocyte viability. inhibition, % at 10.9 µM. AID 743093. P. falciparum stage V gametocytes, ATP luminescence, 24 h. actives 0.065% (n = 150,000);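 active = inhibition above the mean plus 3 SD of compounds within the control limits, set per campaign, cut at about 38% in these data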;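 also: 0% = DMSO wells and 100% = medium only without gametocytes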
The depositor's hits bear a star. These rows are one share of the data; rates above refer to the full screens.

structure,Pf gametocyte,Mcl1 Bid PPI,RGS8-Gao reg,Mcl1 Noxa PPI
COc1ccc(C2c3ccc(O)cc3Oc3ncn(Cc4ccco4)c(=N)c32)cc1 (stereo unspecified),-2,-19,99,2
CCOc1ccccc1NC(=O)CN1CCC(NC(=O)c2ccccc2C)CC1,23,-67,99,-6
COc1cccc(N(CC(=O)NCc2ccco2)C(=O)CCC(=O)Nc2nccs2)c1,2,-82,99,-2
O=C(N/N=C/c1cccc2cccnc12)c1ccccc1O,-28,-85,96,-139
COc1ccc(/C=C2/S/C(=N/S(=O)(=O)Cc3ccccc3)NC2=O)cc1OC,2,-10,100,6
N#Cc1c(N2CCCC2)ccc(Br)c1Cl,-2,-13,92,-1
CC(C)Cc1nc2sc3c(c2c(=O)n1N)CC(C(C)C)OC3 (stereo unspecified),15,-5,102,-3
COc1ccc(OC)c(/C=N/NC(=O)c2[nH]ncc2Br)c1,3,-6,101,-5
C/C(=N/NC(=O)CN1CCN(Cc2ccccc2Cl)CC1)c1cccs1,-35,-17,99,-16
NS(=O)(=O)c1ccc(-c2ccc(/C=N/NC(=O)c3ccccc3O)o2)cc1,13,-113,100,0
O=C1C(C2=NC(c3ccccn3)C3C(=O)N(c4ccc(Cl)cc4Cl)C(=O)C23)=C(O)c2ccccc21 (stereo unspecified),0,-70,102,-13
O=C(N/N=C/c1cn(CC(=O)N2CCOCC2)c2ccccc12)c1cccnc1,-17,-13,103,20

New compounds follow:
structure,Pf gametocyte,Mcl1 Bid PPI,RGS8-Gao reg,Mcl1 Noxa PPI
COCCCNC(=O)c1cc(Sc2nnc(C)s2)nc2ccccc12,5,-16,98,-11
O=C(O)CC(C(=O)O)N1C(=O)/C(=C/C=C/c2ccco2)SC1=S (stereo unspecified),-5,-20,86,85*
Cc1ccc(N2C(=O)c3ccc(C(=O)N4CCN(Cc5ccccc5)CC4)cc3C2=O)cc1,-7,-43,99,0
COc1ccc(/C=N/N2CCOCC2)cc1Cn1nc(C)c([N+](=O)[O-])c1C,-15,-21,100,3
O=C(CO/N=C/c1c(Cl)cccc1Cl)NNC(=O)c1cccc(Cl)c1,-1,-10,97,3
COc1ccccc1/C=N\Nc1ccccc1[N+](=O)[O-],19,6,99,18
O=C(C1CCC(CNc2c(N3CCCCC3)c(=O)c2=O)CC1)N1CCN(C2CCCCC2)CC1 (stereo unspecified),5,-24,102,-5
CCC1CCCCN1Cc1nc2ccccc2c(=O)n1CC(C)=O (stereo unspecified),12,5,101,-4
O=C(Nc1nc2ccccc2s1)C1CCN(S(=O)(=O)c2cc([N+](=O)[O-])ccc2Cl)CC1,7,-45,98,48
O=C(NCCNS(=O)(=O)c1ccc(C(F)(F)F)cc1)N1CCOCC1,13,-6,100,17
Nc1nc(NCc2ccco2)nc(Nc2cccc(F)c2)c1[N+](=O)[O-],15,-2,100,-2
O=P(c1ccccc1)(c1ccccc1)C(O)c1ccccn1 (stereo unspecified),6,-22,96,-1

Other structures.
structure,Pf gametocyte,Mcl1 Bid PPI,RGS8-Gao reg,Mcl1 Noxa PPI
O=C(O)CC/C(=N\Nc1ccc([N+](=O)[O-])cc1S(=O)(=O)N1CCOCC1)c1cccs1,4,-7,102,18
CCCCOC(=O)c1ccc(N=Nc2c(C)c(C#N)c(O)[nH]c2=O)cc1,-3,-19,102,12
Cc1cc(C(F)(F)F)n2nc(-c3cccs3)cc2n1,0,-18,100,-2
N#CC1=C(N)Oc2c(ccc3cccnc23)C1c1ccccc1 (stereo unspecified),-42,-19,106,-12
Cc1ccc(C)n1-c1nn(S(=O)(=O)c2cccc(C(F)(F)F)c2)c2cccc(F)c12,16,-42,101,-7
CCOC(=O)c1sc(=S)n(C)c1NC(=O)c1ccc(C(C)(C)C)cc1,-14,-104,97,-12
O=C(O)C1=C[C@H](c2ccc(F)cc2)C[C@H](OCc2ccc(CO)cc2)O1,13,-24,100,1
Cn1c(=O)[nH]c(=O)c2c1nc(CN1CCN(c3ccc(F)cc3)CC1)n2CCN1CCOCC1,20,-93,105,9
CC1CCC/C(=N\NS(=O)(=O)c2ccccc2)C1 (stereo unspecified),-26,-14,102,4
COc1cc(/C=N/NS(=O)(=O)c2ccc3ccccc3c2)ccc1OCc1ccc(C(=O)O)cc1,12,-4,99,28
CCC(NC(=O)NNC(N)=S)(C(F)(F)F)C(F)(F)F,-16,-153,103,-16
COC(=O)c1[nH]c2ccccc2c1NC(=O)c1ccccc1F,-9,-36,98,2

New compounds follow:
structure,Pf gametocyte,Mcl1 Bid PPI,RGS8-Gao reg,Mcl1 Noxa PPI
Cc1cccc(/C=N/NC(=O)NC23CC4CC(CC(C4)C2)C3)n1,0,11,100,25
Cc1ccc(S(=O)(=O)N/N=C2/CC(=O)CC(C)(C)C2)cc1[N+](=O)[O-],16,-52,104,-11
COc1ccc(CNC(=O)Nc2cc(C)cc(C)c2)cc1,2,-9,104,-9
COC(=O)c1csc2c(C(F)(F)F)cc(N3CCN(C(=O)Nc4ccccc4)CC3)nc12,2,-13,102,0
Cc1cc(NC(=O)NC(C)(C(F)(F)F)C(F)(F)F)no1,5,-20,97,4
O=C(COc1ccccc1)NC(=S)Nc1ccc(Br)cn1,-15,-11,104,3
Cc1ccc(Oc2ncccc2NC(=O)CC(CC(=O)O)c2ccccc2)c2c1CCC2 (stereo unspecified),24,-7,98,-5
CC(C)N(CCn1cnc2c([nH]c3ccccc32)c1=O)C(C)C,-2,-7,101,-17
CCc1ccc(NC(=O)NCC2CCN(c3ccc(OC)cc3)C2)cc1 (stereo unspecified),14,-129,99,73*
COc1ccc(Nc2cc(C)c3c(O)cccc3n2)cc1,-4,-58,101,77*
CC(=O)N1c2ccc(Cl)cc2C2OCCC2C1c1ccco1 (stereo unspecified),3,-46,101,6
N=C(N)SCc1ccc(O)c([N+](=O)[O-])c1,-2,-48,100,24

Some of the entries above, set out differently.
Cc1cccc(/C=N/NC(=O)NC23CC4CC(CC(C4)C2)C3)n1
  Pf gametocyte: 0 | Mcl1 Bid PPI: 11 | RGS8-Gao reg: 100 | Mcl1 Noxa PPI: 25
Cc1ccc(S(=O)(=O)N/N=C2/CC(=O)CC(C)(C)C2)cc1[N+](=O)[O-]
  Pf gametocyte: 16 | Mcl1 Bid PPI: -52 | RGS8-Gao reg: 104 | Mcl1 Noxa PPI: -11
COc1ccc(CNC(=O)Nc2cc(C)cc(C)c2)cc1
  Pf gametocyte: 2 | Mcl1 Bid PPI: -9 | RGS8-Gao reg: 104 | Mcl1 Noxa PPI: -9

Remaining list, next part:
structure,Pf gametocyte,Mcl1 Bid PPI,RGS8-Gao reg,Mcl1 Noxa PPI
O=C(CP(=O)(c1ccccc1)c1ccccc1)Nc1nc2ccc(Cl)cc2s1,10,97*,101,12
COC(=O)/C(C#N)=C(/Nc1ccc(F)c(Cl)c1)C(F)(F)F,0,-13,102,15
CCOc1ccc2cc(C3CC(c4ccco4)=NN3S(C)(=O)=O)c(=O)[nH]c2c1 (stereo unspecified),-1,-10,94,26
N#CCC(=O)Nc1ccc(C(=O)Nc2cccc(S(N)(=O)=O)c2)cc1,-9,-26,101,20
COc1cccc(-c2nc(N3CCCC3)c3ccccc3n2)c1O,-2,-12,102,7
CN(C(=O)Cn1cc(C(F)(F)F)ccc1=O)c1c(N)n(Cc2ccccc2)c(=O)[nH]c1=O,-8,-10,98,-4
O=C(NCc1ccc2c(c1)OCO2)c1cc(=O)[nH]c2ccccc12,-5,-26,99,-20
CCOC(=O)c1csc(COc2ccccc2Cl)n1,17,-13,101,5
O=C(c1ccc(S(=O)(=O)N2CCCC2)cc1)N(Cc1ccco1)C1CCS(=O)(=O)C1 (stereo unspecified),-25,-21,100,-1
O=C(CSc1nccc(-c2cccs2)n1)Nc1ccc(F)c(Cl)c1,-11,-2,101,18
COc1ccccc1N(C(=O)CCl)c1cn(C(C)=O)c2ccccc12,-5,-15,96,4
O=C(Nc1ccccc1)N1CCCN(c2ccc(C(F)(F)F)cn2)CC1,-9,0,96,-14

New compounds follow.
structure,Pf gametocyte,Mcl1 Bid PPI,RGS8-Gao reg,Mcl1 Noxa PPI
CCCc1cc(=O)c2ccc(OC/C(C)=N/O)cc2o1,-11,-7,96,10
C=CCNC(=O)c1ccc2c3n(nc2c1)-c1ccccc1CO3,10,-60,102,2
CC(C)=C(NC(=O)c1ccccc1Br)C(=O)NCCc1nc2ccccc2[nH]1,14,-19,100,-23
COc1cccc(C(=O)N2N=C(c3ccccn3)CC2(O)C(F)(F)F)c1 (stereo unspecified),0,-74,102,-92
COc1ccc2nc(NC(=O)c3cccs3)sc2c1,-5,-6,106,21
C/C(=N/NC(=O)CNC(=O)C(c1ccccc1)c1ccccc1)c1ccco1,2,-26,101,-19
CN(C)CCN(C(=O)c1ccc(S(=O)(=O)N(C)c2ccccc2)cc1)c1nc2cc3c(cc2s1)OCCO3,8,-18,100,4
COC(=O)c1cc(C(=O)c2cc(F)ccc2O)cn2c(=O)c3c(C)c(C)sc3nc12,-21,-7,101,9
O=C1CC(N2CCN(Cc3ccc(Cl)cc3)CC2)C(=O)N1CCc1ccccc1 (stereo unspecified),-10,-10,100,17
CC1CN(c2nc3ccccn3c(=O)c2/C=C(\C#N)C(N)=O)CC(C)O1 (stereo unspecified),4,-7,103,26
O=C(Cc1ncon1)Nc1ccc(F)c(F)c1F,-20,-8,100,-6
Cn1cc(S(=O)(=O)NCCc2ccccc2)c(=O)n(C)c1=O,0,-12,99,17

(next part)
structure,Pf gametocyte,Mcl1 Bid PPI,RGS8-Gao reg,Mcl1 Noxa PPI
O=C(c1cc(COc2c(F)cccc2F)on1)N1CCSCC1,-7,-23,100,5
CC(=O)Nc1ccc(C)c(NS(=O)(=O)c2cccc(C(F)(F)F)c2)c1,-31,6,101,5
COCCN1Cc2cccc(C(=O)Nc3ccc(S(=O)(=O)N4CCCCC4)cc3)c2C1=O,-9,-5,102,-9
Clc1ccccc1-c1nnc2n1-c1ccccc1SC2,-21,-10,105,9
O=c1[nH]c(=S)c2ncn(-c3ccccc3)c2[nH]1,9,-9,112,19
CCN(c1ccccc1)S(=O)(=O)c1ccc(Cl)c(NC(=O)CN2CCCCCC2)c1,-6,15,102,-3
S=c1[nH]nc(-c2ccco2)n1/N=C/c1ccccc1,4,-222,99,32
Cc1cc(C)n2nc(C(=O)N/N=C/c3cccc(Cl)c3)nc2n1,-3,-4,95,8
CN(C)c1nc(-c2ccccc2)ns1,17,-19,100,-10
CC1(C)Cc2nc3oc4c(=O)n(CC(=O)Nc5ccc(Cl)cc5)cnc4c3cc2CO1,-32,-26,95,11
O=C(CN1C(=O)c2ccccc2C1=O)NCCOc1ccccc1,10,3,101,8
COc1cc(OC)cc(C(=O)NNC(=O)c2ccc(S(=O)(=O)N(C)c3ccccc3OC)cc2)c1,14,-3,99,-3

Carrying on:
structure,Pf gametocyte,Mcl1 Bid PPI,RGS8-Gao reg,Mcl1 Noxa PPI
CC1(OC(=O)CCc2ccccc2)C(=O)C=C2C=C(c3ccc(C#N)cc3)N(Cc3ccco3)C=C2C1=O (stereo unspecified),-14,-110,104,13
CCOC(=O)/C=C/C(=O)OCC(=O)Nc1ccc([N+](=O)[O-])cc1,2,2,99,13
CC(C)(C)OC(=O)N[C@@H](Cc1ccccc1)[C@H](O)c1ccco1,-16,-49,99,34
Cc1ccc(-n2nc(-c3ccco3)cc2C(=O)O)cc1,2,-94,100,45
Cc1cccc(C)c1-n1nnnc1C(C)(C)N1CCN(N=O)CC1,-13,-4,101,1
O=C(O)c1ccc2cccnc2c1O,-19,6,98,15
O=C1/C(=C/c2ccncc2)SC(=S)N1Nc1ccccc1,7,-62,97,1
COc1ccc(C(=O)COc2ccccc2C#N)cc1,1,-10,101,3
CNC(=S)NNC(=O)c1sc(-c2cc(C)on2)nc1C,-31,-9,98,13
COc1ccc(-c2csc(Nc3ccccc3)[n+]2CC(O)c2ccc([N+](=O)[O-])cc2)cc1 (stereo unspecified),-1,4,106,4
CCN(CC)CCNC(=O)c1cc([N+](=O)[O-])c(N(C)C)cc1OC,2,-35,99,-11
COC(=O)c1c(C)oc(C)c1S(=O)(=O)NCc1ccc(Cl)cc1,0,-6,99,-10

The list continues:
structure,Pf gametocyte,Mcl1 Bid PPI,RGS8-Gao reg,Mcl1 Noxa PPI
CCN(CC)CCC(c1ccc2c(c1)OCO2)c1c(OC)cc(OC)c2c(-c3ccccc3)cc(=O)oc12 (stereo unspecified),16,-66,103,3
CC(C)Cn1c2c(c(O)c(C(=O)Nc3nc4ccccc4s3)c1=O)CCCC2,-25,14,99,18
CN(C)c1ccc(C2CC(=O)C=C(Nc3ccccc3N)C2)cc1 (stereo unspecified),-40,-36,96,-9
Cc1ccc(CC2CC(=O)N(c3ncccn3)C2=O)cc1 (stereo unspecified),-7,-18,101,4
O=C(NNC(=S)Nc1ccc(F)cc1)[C@H]1C[C@@H]1c1ccccc1,5,-211,103,-82
COc1ccc(/C=N/NC(=S)Nc2c(C)n(C)n(-c3ccccc3)c2=O)cc1OC,-14,-41,94,-2
COc1ccc(CN2CCOC2=O)cc1OC,-14,-2,96,7
COc1ccc2[nH]c(C(=O)NCc3ccc4c(c3)OCO4)cc2c1,20,-32,102,28
Cc1cccc2cc(C#N)c(NCCCNS(=O)(=O)c3ccc(Cl)cc3)nc12,-13,-3,93,-23
CCOC(=O)NC(=O)c1cn(Nc2ccccc2C(F)(F)F)c(=O)[nH]c1=O,7,-18,101,10

High-throughput results deposited in PubChem BioAssay by several laboratories.
